# Assay outcomes: PubChem BioAssay, several laboratories
# Cdc42 wt: human Cdc42 wildtype GTP binding change, either direction; GST-Cdc42 beads, Bodipy-GTP binding, flow cytometry; actives lie on both sides; actives 0.2% (n = 190,000); percent activity (GTP binding), % at 10 µM; P60953;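 active = percent activity GTP binding at least 20 points away from the 100% baseline, either down as inhibitor or up as activator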;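 also: median bead fluorescence of bound Bodipy-FL-GTP at 100 nM; 0% = excess unlabeled GTP control and 100% = no compound control; below 100% means less GTP binding so inhibitor and above means activator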
# Target sequence (P60953 whole entry, looked up): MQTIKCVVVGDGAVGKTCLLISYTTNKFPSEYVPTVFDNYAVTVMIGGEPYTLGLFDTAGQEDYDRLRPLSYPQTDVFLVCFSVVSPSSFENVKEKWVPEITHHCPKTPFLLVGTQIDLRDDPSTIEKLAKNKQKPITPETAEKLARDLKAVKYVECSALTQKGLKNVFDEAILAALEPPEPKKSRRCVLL
# Avidin fluor: avidin bead compound fluorescence profile; Avidin beads, compound fluorescence 488/530 nm, flow cytometry; active compounds read high; fluorescence (KMESF) at 10 µM; actives 0.38% (n = 220,000); in the data active = fluorescence above about 47; also: inactives centre near 10
# ABCG2 block: inhibitors of human ABCG2 transporter, ABCB1 counter-screen; actives 0.1% (n = 190,000); Q9UNQ0; inhibition, % at 6.6 µM; IgMXP3 cells, JC-1 efflux, flow cytometry; AID 1325;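 active = inhibition above 80%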;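 also: 0% = DMSO and 100% = nicardipine control wells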
# Target sequence (Q9UNQ0 whole entry, looked up): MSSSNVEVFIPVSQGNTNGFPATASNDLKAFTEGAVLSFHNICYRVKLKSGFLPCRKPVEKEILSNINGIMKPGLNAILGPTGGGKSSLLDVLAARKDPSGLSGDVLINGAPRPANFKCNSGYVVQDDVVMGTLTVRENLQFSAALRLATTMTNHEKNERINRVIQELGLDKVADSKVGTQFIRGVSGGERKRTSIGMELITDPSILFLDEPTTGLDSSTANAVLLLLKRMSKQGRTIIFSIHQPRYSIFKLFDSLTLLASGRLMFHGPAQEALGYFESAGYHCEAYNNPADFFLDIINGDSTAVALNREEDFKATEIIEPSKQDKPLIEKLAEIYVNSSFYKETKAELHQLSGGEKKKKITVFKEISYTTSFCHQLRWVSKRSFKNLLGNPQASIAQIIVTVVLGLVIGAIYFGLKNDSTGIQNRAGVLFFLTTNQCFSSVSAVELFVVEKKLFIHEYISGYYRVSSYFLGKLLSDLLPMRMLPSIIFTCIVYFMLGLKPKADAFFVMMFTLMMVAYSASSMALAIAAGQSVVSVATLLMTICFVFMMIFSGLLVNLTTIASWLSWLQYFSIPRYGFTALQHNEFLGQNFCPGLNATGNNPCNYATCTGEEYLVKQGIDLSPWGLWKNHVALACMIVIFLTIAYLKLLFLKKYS
#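 Test system: ABCG2 IgMXP3 and barcoded ABCB1 CCRF-Adr cell mix; Schedule: cells with compound and JC-1, 10 min at 25 °C, rotating, no wash; Technique: flow cytometry of retained JC-1 fluorescence; Measure: % inhibition of efflux relative to nicardipine and DMSO; Controls: nicardipine high and DMSO low controls.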
# Rac1 wt GTP bind: alters GTP binding to wildtype human Rac1. P63000. GST-Rac1 beads, fluorescent GTP binding, flow cytometry; actives lie on both sides; 0 = cold GTP competed, 100 = untreated. GTP binding activity (% of control), % at 10 µM. actives 0.27% (n = 190,000). AID 757;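 active = GTP binding activity at least 20 points away from the 100% control level, either lower or higher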
# Rab2 wt GTP: changes GTP binding to wildtype dog Rab2A, up or down; P61105; GST-Rab2 wt beads, Bodipy-GTP binding, flow cytometry; GTP binding activity, % at 10 µM; actives 0.19% (n = 190,000);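 active = GTP binding activity at least 20 points away from 100%, either lowered or raised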;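 also: 0% = beads with excess unlabeled GTP and 100% = no-compound control corrected for plate trend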
# ABCB1 block: human ABCB1 inhibition, ABCG2 as counter-screen. P08183. CCRF-Adr cells, JC-1 efflux, flow cytometry. inhibition, % at 6.6 µM. actives 0.067% (n = 190,000). AID 1326; in the data active = inhibition above about 40%;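 also: 0% = vehicle and 100% = reference inhibitor; higher value means more JC-1 retained so stronger ABCB1 efflux block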
# Rab7 wt GTP bind: modulators of GTP binding to dog Rab7 wildtype GTPase; GST-Rab7 beads, fluorescent GTP binding, flow cytometry; actives lie on both sides; untreated = 100%, excess cold GTP = 0%; GTP binding activity (percent of control), % at 10 µM; actives 0.055% (n = 190,000);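 active = fluorescent GTP binding to Rab7 beads changed by at least 20 points from the 100% baseline, either direction, mostly lower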;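 also: median green fluorescence of bound Bodipy-FL-GTP per Rab7 bead population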
# Rac1 act GTP bind: alters GTP binding to activated mutant human Rac1 | AID 764 | percent activity (GTP binding), % at 10 µM | GST-Rac1 activated beads, fluorescent GTP binding, flow cytometry; actives lie on both sides; 100% means binding = to untreated wells | actives 0.11% (n = 190,000) | P63000;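 active = GTP binding at least 20 percentage points away from the 100% baseline, in either direction, so actives lie on both sides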
# GSH fluor: compound fluoresces at 488/530 nm on GSH beads; AID 1776; GSH beads flow cytometry, compound fluorescence 488/530 nm; active compounds read high; fluorescence (KMESF) at 10 µM; actives 0.25% (n = 190,000); in the data active = fluorescence above about 89;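 also: glutathione beads carrying GST-tagged Bcl family fusion proteins plus one bare bead set; values are compound well signal with DMSO vehicle wells as background; inactives centre near 16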
# Pf gamet viab: inhibitors of late stage P. falciparum gametocyte viability | P. falciparum stage V gametocytes, ATP luminescence, 24 h | inhibition, % at 10.9 µM | actives 0.065% (n = 150,000);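 active = inhibition above the mean plus 3 SD of compounds within the control limits, set per campaign, cut at about 38% in these data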;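 also: 0% = DMSO wells and 100% = medium only without gametocytes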
# HRas wt GTP bind: human HRas wildtype GTP binding, change in either direction | AID 759 | actives 0.14% (n = 190,000) | GTP binding activity, % at 10 µM | GST-Ras wt beads, Bodipy-FL-GTP binding, flow cytometry; actives lie on both sides;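 active = GTP binding activity at least 20% away from the 100% baseline, either lowered as inhibitor or raised as activator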;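 also: 0% = unlabeled GTP competition control and 100% = no-compound control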
# Target sequence (P01112 whole entry, looked up): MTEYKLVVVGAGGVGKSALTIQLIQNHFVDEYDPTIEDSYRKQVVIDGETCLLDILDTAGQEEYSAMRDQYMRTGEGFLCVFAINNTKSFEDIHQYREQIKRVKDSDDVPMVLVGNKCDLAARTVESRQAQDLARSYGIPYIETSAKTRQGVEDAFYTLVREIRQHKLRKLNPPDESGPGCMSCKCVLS
# Numbers without * were called inactive; · = no result given.
1: COC(=O)N/N=C\c1ccc(OC(=O)c2ccco2)cc1
2: COc1ccc(OCC(=O)N/N=C2\CCc3ccccc32)cc1
3: COc1ccc(-c2nnc(SCc3nnc(-c4cccs4)o3)n2CC2CCCO2)cc1 (stereo not drawn)
4: Cc1cccc(OCC(=O)Nc2ccc(S(=O)(=O)N3CCN(C)CC3)cc2)c1
5: CCOc1ccccc1NC(=O)c1cccc2c1C(=O)N(CCOC)C2
6: Cc1cc(=O)[nH]c(=S)n1-c1ccccc1
7: COC(=O)C(NC(=O)c1ccccc1)(Nc1nc(C)cs1)C(F)(F)F (stereo not drawn)
8: CC1CC(Nc2ccccc2)c2ccccc2N1C(=O)c1ccncc1 (stereo not drawn)

entry no.	1	2	3	4	5	6	7	8
Cdc42 wt	95	101	105	100	107	100	97	97
Avidin fluor	10	5	13	5	7	12	5	11
ABCG2 block	3	0	12	0	0	2	-2	4
Rac1 wt GTP bind	98	102	106	105	109	95	102	103
Rab2 wt GTP	100	101	104	99	103	95	99	98
ABCB1 block	0.1	-0.2	0.7	-0.7	-1.1	0.2	-2.2	0.6
Rab7 wt GTP bind	109	101	105	96	100	98	102	94
Rac1 act GTP bind	95	100	101	99	102	93	96	97
GSH fluor	26	15	12	15	19	23	37	26
Pf gamet viab	-15	·	·	-2	·	·	·	14
HRas wt GTP bind	98	100	103	97	103	98	100	99

# Molecules from the list above containing an aryl methoxy group:
2: COc1ccc(OCC(=O)N/N=C2\CCc3ccccc32)cc1
3: COc1ccc(-c2nnc(SCc3nnc(-c4cccs4)o3)n2CC2CCCO2)cc1 (stereo not drawn)

entry no.	2	3
Cdc42 wt	101	105
Avidin fluor	5	13
ABCG2 block	0	12
Rac1 wt GTP bind	102	106
Rab2 wt GTP	101	104
ABCB1 block	-0.2	0.7
Rab7 wt GTP bind	101	105
Rac1 act GTP bind	100	101
GSH fluor	15	12
Pf gamet viab	·	·
HRas wt GTP bind	100	103

# The main list resumes, starting two compounds before the break.
7: COC(=O)C(NC(=O)c1ccccc1)(Nc1nc(C)cs1)C(F)(F)F (stereo not drawn)
8: CC1CC(Nc2ccccc2)c2ccccc2N1C(=O)c1ccncc1 (stereo not drawn)
9: CC(NC(=O)c1ccc(N(C)C)cc1)C1CC2CCC1C2 (stereo not drawn)
10: CCCn1c(C)cs/c1=N\C(=S)Nc1ccccc1
11: COCCN1Cc2c(sc(C)c2C)N(C(=O)c2ccccc2)C1
12: COCCNC(=O)COC(=O)c1cccnc1SC
13: O=C(C1CC1)N1CCc2cc(Br)cc(S(=O)(=O)NCCCN3CCCC3)c21
14: Cc1cccc(OCCn2c(NC(=O)c3ccco3)nc3ccccc32)c1
15: CN(CC(=O)Nc1ccc(F)c(F)c1F)c1cnccn1
16: COCCn1c(SCc2nc3ccccc3c(=O)[nH]2)nnc1-c1ccncc1

entry no.	7	8	9	10	11	12	13	14	15	16
Cdc42 wt	97	97	99	101	107	97	105	98	102	100
Avidin fluor	5	11	10	19	14	11	13	14	26	8
ABCG2 block	-2	4	1	21	1	21	1	49	2	3
Rac1 wt GTP bind	102	103	100	101	100	95	100	100	103	106
Rab2 wt GTP	99	98	99	101	107	97	108	101	98	100
ABCB1 block	-2.2	0.6	0.4	1.5	0.1	2.0	0.2	0.9	0.5	0.1
Rab7 wt GTP bind	102	94	101	100	96	95	99	98	98	100
Rac1 act GTP bind	96	97	99	98	102	96	104	97	95	100
GSH fluor	37	26	8	16	65	27	24	37	18	17
Pf gamet viab	·	14	22	-1	22	·	-41	·	·	-26
HRas wt GTP bind	100	99	102	101	106	96	107	99	101	99

# Values in list order from the list.
# Rab2 wt GTP for nos. 10–14, in order: 101, 107, 97, 108, 101

# Further results follow:
17: Cn1c(=O)c2c(nc(NCc3ccc4c(c3)OCO4)n2Cc2ccccc2Cl)n(C)c1=O
18: COc1ccc(C(=O)NC(=S)NCCc2ccccc2)cc1
19: C=CCNc1nc(-c2sc(NC(C)=O)nc2C)cs1
20: CCN(C(=O)CN1CCOCC1)c1c(N)n(Cc2ccccc2)c(=O)[nH]c1=O
21: CCOc1ccc(N2C(=O)CC(Sc3nccc(C)n3)C2=O)cc1 (stereo not drawn)
22: CC12CNCC(C)(CN(C(c3ccccc3)c3ccccc3)C1)C2
23: C=CCN(CC=C)C(=S)NC(=O)/C=C/c1ccc(OC)cc1
24: Cc1ccc(NC(=O)c2cccs2)cc1S(=O)(=O)N(C)C

entry no.	17	18	19	20	21	22	23	24
Cdc42 wt	99	94	100	99	101	103	99	100
Avidin fluor	12	9	6	8	4	7	4	3
ABCG2 block	3	12	3	0	-2	0	0	4
Rac1 wt GTP bind	99	93	100	102	105	105	102	101
Rab2 wt GTP	96	92	100	101	104	101	98	97
ABCB1 block	0.8	0.3	0.4	0.0	-0.2	0.1	-0.3	0.1
Rab7 wt GTP bind	95	93	98	106	101	103	103	97
Rac1 act GTP bind	93	93	98	95	99	101	103	100
GSH fluor	32	15	66	15	27	16	6	8
Pf gamet viab	-8	·	12	-8	-12	·	·	7
HRas wt GTP bind	99	95	100	98	100	102	102	97

25: O=[N+]([O-])c1ccc(COc2ccc(-c3[nH]ncc3-c3ccccc3)c(O)c2)cc1
26: O=C(COS(=O)c1ccccc1)Nc1cc(Cl)ccc1N1CCOCC1 (stereo not drawn)
27: Cc1nn(-c2ccccc2)c2[nH]c(=O)c(CNc3ccc(N4CCOCC4)cc3)cc12
28: CCN1CCN(CCC(=O)Nc2ccccc2OC)CC1
29: COc1ccc(C(=O)Sc2ccc(C)cc2)cc1OC
30: CCOC(=O)N1CCN(C(=O)COC(=O)c2ccc(O)cc2O)CC1
31: CC(N=c1ccccn1C(=O)Nc1ccc(Cl)cc1)c1ccco1 (stereo not drawn)
32: O=C(Nc1nc2ccccc2[nH]1)c1ccccc1[N+](=O)[O-]

entry no.	25	26	27	28	29	30	31	32
Cdc42 wt	96	100	95	104	99	97	108	95
Avidin fluor	3	12	7	32	37	21	12	21
ABCG2 block	3	3	-2	1	4	2	3	0
Rac1 wt GTP bind	98	98	92	106	98	97	109	95
Rab2 wt GTP	96	98	93	100	98	99	103	95
ABCB1 block	0.4	1.2	-2.3	0.2	1.1	0.7	0.3	-0.1
Rab7 wt GTP bind	99	100	94	100	98	99	102	94
Rac1 act GTP bind	97	96	92	103	97	99	102	94
GSH fluor	19	20	33	14	18	13	13	10
Pf gamet viab	-10	12	24	7	·	-22	·	-14
HRas wt GTP bind	97	100	94	103	101	97	108	95

33: Cc1ccc(C(=O)NCc2cccnc2)cc1S(=O)(=O)Nc1ccccc1
34: Cc1ccc(CC2CC(=O)N(CCc3ccc4c(c3)OCO4)C2=O)cc1 (stereo not drawn)
35: CCSc1ncc(C#N)c(N)n1
36: C=CCOc1c(Br)cc(C2C3=C(CCCC3=O)N(C)C3=C2C(=O)CCC3)cc1OCC
37: CCn1ncc(/C=N/N=C2\CCC3C4CCc5cc(O)ccc5C4CCC23C)c1C (stereo not drawn)
38: CS(=O)(=O)N1CCCC(C(=O)N2CCOCC2)C1 (stereo not drawn)
39: CCc1nnc(NC(=O)CSc2ccc(-c3ccc(C)cc3)nn2)s1
40: Cc1ccccc1CSc1nnc(C)n1N

entry no.	33	34	35	36	37	38	39	40
Cdc42 wt	95	100	100	96	100	99	96	91
Avidin fluor	11	10	7	9	7	12	10	12
ABCG2 block	3	2	2	20	10	1	5	0
Rac1 wt GTP bind	97	102	103	102	107	102	100	88
Rab2 wt GTP	94	100	101	97	99	100	98	93
ABCB1 block	1.2	0.3	0.4	2.6	-0.2	0.3	-0.1	0.7
Rab7 wt GTP bind	98	105	102	97	100	100	108	91
Rac1 act GTP bind	93	97	98	97	100	99	95	90
GSH fluor	14	5	36	18	46	25	10	31
Pf gamet viab	-9	·	·	-27	-9	9	·	·
HRas wt GTP bind	95	101	101	97	99	99	99	94

41: COc1ccc(CN(CC2CCCO2)S(=O)(=O)c2ccc(-n3cnnn3)c(OC)c2)cc1 (stereo not drawn)
42: COC(=O)[C@@H]1CCCN1Cc1nc(Cc2ccccc2F)no1
43: N#CCCN1CCN(S(=O)(=O)c2ccc(S(=O)(=O)N3CCOCC3)cc2)CC1
44: CCN1CCN(Cc2ccc(NC(=O)Nc3ccc(SC)cc3)cc2)CC1
45: CCN(CC)C(=O)C(=O)c1cn(CC(=O)NCc2ccc3c(c2)OCO3)c2ccccc12
46: CC(C)c1ccc(/C=C/C(=O)N2CCCCCC2)cc1
47: CCOC(=O)Cn1cc(C(=O)OC)c2ccccc21
48: Cc1ccc2oc(=O)n(CCCOc3ccccc3)c2c1
49: Cc1ccc(NC(=S)NCc2ccc3c(c2)OCO3)cc1C
50: Cc1ccc(N(CC(=O)N2CCN(c3ccc(F)cc3)CC2)S(=O)(=O)c2c(C)nn(C)c2C)cc1

entry no.	41	42	43	44	45	46	47	48	49	50
Cdc42 wt	99	99	103	104	96	101	98	108	99	102
Avidin fluor	14	7	5	17	13	6	5	11	2	7
ABCG2 block	2	1	14	1	7	7	2	4	3	3
Rac1 wt GTP bind	99	98	103	105	97	106	100	107	103	106
Rab2 wt GTP	98	98	102	102	95	101	95	101	99	102
ABCB1 block	1.2	0.2	2.0	0.2	0.9	0.8	0.3	0.8	0.3	2.6
Rab7 wt GTP bind	97	95	105	100	96	104	95	99	100	102
Rac1 act GTP bind	97	98	98	101	97	100	97	102	99	101
GSH fluor	12	11	16	25	14	21	24	39	5	27
Pf gamet viab	·	·	·	-36	·	-14	·	-37	·	·
HRas wt GTP bind	98	97	103	100	95	102	99	102	100	102

# Three entries already listed, arranged by the number in Cdc42 wt, largest number first.
No. | SMILES | Cdc42 wt | Avidin fluor | Rac1 wt GTP bind | Rab2 wt GTP | Rab7 wt GTP bind | Rac1 act GTP bind | GSH fluor | HRas wt GTP bind
44 | CCN1CCN(Cc2ccc(NC(=O)Nc3ccc(SC)cc3)cc2)CC1 | 104 | 17 | 105 | 102 | 100 | 101 | 25 | 100
46 | CC(C)c1ccc(/C=C/C(=O)N2CCCCCC2)cc1 | 101 | 6 | 106 | 101 | 104 | 100 | 21 | 102
45 | CCN(CC)C(=O)C(=O)c1cn(CC(=O)NCc2ccc3c(c2)OCO3)c2ccccc12 | 96 | 13 | 97 | 95 | 96 | 97 | 14 | 95
